Screens: PubChem BioAssay, Sanford-Burnham Center for Chemical Genomics
HEK293 NOD2/NF-kB – inhibition of NOD2-driven NF-kB reporter – cell-based, luminescence, uHTS, HEK293 (AID 1566). HEK293 NOD2/NF-kB luciferase reporter, luminescence; higher % means a stronger effect. one-dose inhibition, % at 4 µM; EC50 in µM for titrated hits. actives 0.63% (n = 290,000); note: many of its hits are not listed in these tables
KOR beta-arrestin-1 – kappa opioid receptor blockers – cell-based, luminescence, uHTS (AID 1778); KOR beta-arrestin recruitment, luminescence, antagonist mode; higher % means a stronger effect; inhibition, % at 10 µM; hits with a dose series show IC50 in µM; actives 0.091% (n = 290,000); note: strong numbers were not always called active
XIAP antagonists – small molecules displacing peptide from XIAP – biochemical, IAP family, fluorescence polarization (AID 1018); XIAP BIR domain, fluorescence polarization peptide displacement; higher % means a stronger effect; displacement, % at 20 µM, or IC50 in µM where a hit was titrated; actives 0.007% (n = 200,000); in the data active = displacement above about 50%; note: a part of the inactive calls stands beside numbers as strong as those of hits
NOD1 NF-kB reporter – NOD1 signaling inhibitors, primary screen, cell-based, luminescence, uHTS (AID 1578); NOD1-driven NF-kB luciferase reporter cells, luminescence; higher % means a stronger effect; one-dose inhibition, % at 4 µM; EC50 in µM for titrated hits; actives 1% (n = 290,000); in the data active = inhibition mostly above about 36%, no sharp cut-off; inactive = mostly below about 34%;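 note: HEK-293T reporter cells stimulated with the NOD1 agonist gamma-tri-DAP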
PMI inhibitors – MPI enzyme activity inhibition – biochemical, fluorescence intensity, coupled assay, primary screen (AID 1209) | purified PMI enzyme, coupled fluorescence intensity; higher % means a stronger effect | one-dose inhibition, % at 20 µM; IC50 in µM for titrated hits | actives 0.42% (n = 190,000);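 note: plate controls were DMSO vehicle for no effect and wells lacking substrate for full effect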
TNAP activators – stimulation of alkaline phosphatase TNAP activity – biochemical, luminescent, no phosphate acceptor, uHTS, primary screen (AID 1001). purified TNAP, luminescent activation assay, no phosphate acceptor; higher activation fold means a stronger effect. activation fold at 20 µM, or EC50 in µM where a hit was titrated. actives 0.03% (n = 200,000); in the data active = activation fold from about 3, or a potency from the dose series; inactive = the rest, 99 in 100 with activation fold below about 1.6; note: many of its hits are not listed in these tables
human PMI inhibitors – MPI inhibition at elevated mannose 6-phosphate – biochemical, fluorescence intensity, high mannose 6-phosphate, primary screen (AID 1220) | recombinant PMI enzyme, coupled fluorescence intensity; higher % means a stronger effect | inhibition, % at 20 µM, or IC50 in µM where a hit was titrated | actives 0.66% (n = 190,000)
KOR beta-arrestin-2 – kappa opioid receptor activators – cell-based, luminescence, uHTS, primary screen (AID 1777) | KOR beta-arrestin recruitment, luminescence; higher % means a stronger effect | activation, % at 10 µM, or EC50 in µM where a hit was titrated | actives 0.02% (n = 280,000); in the data active = activation above about 50%, passing the limit was not always enough; note: a part of the inactive calls stands beside numbers as strong as those of hits
LYP inhibition – PTPN22 lymphoid phosphatase activity blockers – biochemical, fluorescence intensity, uHTS (AID 1779). actives 0.054% (n = 290,000). recombinant LYP phosphatase, fluorescence intensity; higher % means a stronger effect. inhibition, % at 11.5 µM; hits with a dose series show IC50 in µM;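 note: plate controls were vehicle with enzyme for no effect and no enzyme for full effect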
An asterisk follows results filed as active; . = not tested or not shown; [ ] = remark or other dose. Cut-off read from the data, not from the text of the source, unless noted: active = inhibition above about 50%; inactive = the rest. The list is partial; the hit share may differ from the screen's.

HEK293 NOD2/NF-kB,KOR beta-arrestin-1,XIAP antagonists,NOD1 NF-kB reporter,PMI inhibitors,TNAP activators,human PMI inhibitors,KOR beta-arrestin-2,LYP inhibition,smiles
19%,5%,-5.5%,5%,12%,1.1,8%,-0.8%,1%,CCCN(CCC)S(=O)(=O)c1ccc(NS(=O)(=O)c2ccc(F)cc2)cc1
10%,8%,-4.9%,-34%,-9%,1.1,0%,-1.8%,2%,CC(C)Oc1ccc(CCc2nnc(SCC(=O)O)n2-c2ccccc2)cc1
-4%,-21%,-4.9%,6%,7%,1.1,2%,-0.4%,-11%,O=C(Nc1nncs1)c1c(F)c(F)c(F)c(F)c1F
14%,-3%,-5.0%,10%,-23%,1,-63%,4.1%,0%,O=C(C1=C(O)C(=O)N(CCN2CCOCC2)C1c1ccccn1)c1cccs1 (configuration not stated)
-4%,-8%,-0.8%,-4%,-1%,1.1,-2%,-0.3%,4%,O=C(C1CCN(S(=O)(=O)c2cccs2)CC1)N1CCN(c2ccccc2)CC1
14%,16%,-1.9%,-9%,6%,1.1,4%,-0.2%,0%,COC(=O)c1c(NC(=O)c2cccs2)sc2c1CCCC2
0%,-10%,-7.5%,-35%,20%,1.1,12%,.,-13%,Cc1cccc(Cc2nnc(CCC(=O)N3CCCC(CN4CCOCC4)C3)o2)c1 (configuration not stated)
4%,-28%,-3.8%,2%,11%,1.1,9%,3.0%,4%,CCOC(=O)C(C)Sc1ncc(OC)c(Sc2ccc(Cl)cc2)n1 (configuration not stated)
-20%,33%,.,2%,.,.,.,6.9%,-13%,COc1ccccc1CNc1ccc(Br)cn1
-181%,4%,.,-18%,.,.,.,3.2%,3%,c1ccc(CSc2nc3ccccc3[nH]2)cc1
-17%,-1%,0.5%,-23%,3%,1.1,-6%,1.8%,-8%,COc1ccc(C(=O)NC(=S)NCC2CCCO2)cc1 (configuration not stated)
4%,13%,-1.6%,6%,-4%,1.1,-4%,-2.1%,-7%,COc1ccccc1NC=C1C(=O)OC(C)(C)OC1=O
17%,17%,-1.2%,12%,2%,1,10%,11%,-7%,COc1ccc(C(=O)N2CCCC(c3nc(-c4cccs4)no3)C2)cc1 (configuration not stated)
4%,-20%,-2.2%,-23%,1%,1.1,-5%,1.0%,2%,C/C(=N\NC(=O)c1cccc(C)c1)c1ccc(N2CCOCC2)cc1
20%,19%,.,0%,.,.,.,-1.4%,-5%,CC(C)[C@H](NC(=O)c1ccco1)C(=O)OCC(=O)N(C)c1ccccc1
12%,7%,-4.7%,-29%,-2%,1.1,-4%,-4.9%,-2%,Cc1cc(=O)oc2c1c(C)nn2-c1cccc(Cl)c1
22%,16%,-4.0%,-25%,1%,1.1,1%,5.4%,-1%,CCOC(=O)N1CCC(NC(=O)C(NS(=O)(=O)c2cccc3nsnc23)c2ccccc2)CC1 (configuration not stated)
.,-35%,-4.4%,.,-2%,0.9,-1%,4.3%,-4%,COCCNC(=S)N(CCc1c(C)[nH]c2ccc(C)cc12)Cc1cc(OC)c(OC)c(OC)c1
-6%,0%,-7.3%,6%,10%,1,7%,-2.5%,-2%,Cc1ccc(/C=C2/SC(=S)N(CCC(=O)N3CCN(c4ccccc4)CC3)C2=O)cc1
25%,-22%,.,-8%,.,.,.,-5.7%,-11%,O=C(CCn1c(=O)c2cccn2c2cccnc21)N1CCN(c2cccc(Cl)c2)CC1
-3%,3%,-7.0%,-22%,14%,1,7%,7.4%,-3%,CN(Cc1nc2ccccc2c(=O)[nH]1)c1ccccc1
-12%,-11%,.,-32%,.,.,.,5.0%,-7%,Cc1nc(NC(=O)C2CCCCC2C(=O)O)sc1C (configuration not stated)
12%,-8%[20 µM],.,-43%,.,.,.,-3.8%,2%,CNC(=O)C1CCN(S(=O)(=O)c2c(C)noc2/C=C/c2ccc(OC)cc2)CC1
-40%,9%[20 µM],-5.8%,-34%,-10%,0.7,-3%,-1.1%,8%,Cc1c(N=Nc2ccc(N(C)C)cc2)c(=O)n(-c2ccccc2)n1C
-4%,-25%,.,-12%,.,.,.,-3.5%,-3%,COc1ccc(CNC(=O)C2CCN(S(=O)(=O)N3CCCCC3)CC2)c(OC)c1
3%,16%,-8.1%,-21%,0%,1,-3%,-3.1%,2%,CC1(C)C2CC=C(/C=N/NC(=S)Nc3cccnc3)C1C2 (configuration not stated)
20%,5%,.,1%,.,.,.,-2.8%,-4%,Cc1ccc(N(C(=O)CNC(=O)c2ccco2)C(C(=O)NC2CCCC2)c2cccnc2)c(C)c1 (configuration not stated)
10%,29%,.,-25%,.,.,.,-4.7%,-9%,COC(=O)CN1C(=O)COc2ccc(S(=O)(=O)N3CCOCC3)cc21
21%,-24%,-8.6%,-16%,8%,1.1,18%,0.3%,-1%,O=C(Nc1ccc(N2CCN(C(=O)c3ccco3)CC2)cc1)c1ccc(F)cc1
10%,20%,.,-1%,.,.,.,5.6%,-1%,O=C(c1ccc2c(=O)n3c(nc2c1)CCCCC3)N1CCN(c2ccccc2)CC1

An excerpt from above with just LYP inhibition and human PMI inhibitors:
canonical_smiles | LYP inhibition | human PMI inhibitors
CCOC(=O)C(C)Sc1ncc(OC)c(Sc2ccc(Cl)cc2)n1 (configuration not stated) | 4% | 9%
COc1ccccc1CNc1ccc(Br)cn1 | -13% | .
c1ccc(CSc2nc3ccccc3[nH]2)cc1 | 3% | .
COc1ccc(C(=O)NC(=S)NCC2CCCO2)cc1 (configuration not stated) | -8% | -6%
COc1ccccc1NC=C1C(=O)OC(C)(C)OC1=O | -7% | -4%

(listing goes on)
HEK293 NOD2/NF-kB,KOR beta-arrestin-1,XIAP antagonists,NOD1 NF-kB reporter,PMI inhibitors,TNAP activators,human PMI inhibitors,KOR beta-arrestin-2,LYP inhibition,smiles
18%,4%,.,-12%,.,.,.,0.8%,-5%,CCC(C)c1ccc(NS(=O)(=O)c2c(C)[nH]c(=O)[nH]c2=O)cc1 (configuration not stated)
14%,30%,.,-18%,.,.,.,1.4%,-5%,Cc1cc(-c2ccc(Cl)cc2)c2cnn(C(C)C)c2n1
-13%,21%,-5.6%,0%,-7%,0.9,0%,-1.1%,-5%,CCOC(=O)c1cc(OC(=O)c2ccccc2)n(-c2ccccc2)n1
20%,2%,.,-19%,.,.,.,0.8%,1%,CN(Cc1ccccc1)C(=O)CN1C(=O)c2ccc([N+](=O)[O-])cc2C1=O
2%,-8%,-2.7%,-36%,0%,0,7%,-1.1%,-2%,Cn1cccc1-c1cc(C(=O)N/N=C/c2cccc(O)c2)[nH]n1
13%,-14%,.,-4%,.,.,.,2.8%,-6%,N/C(=N\OC(=O)CCn1cccc(C(F)(F)F)c1=O)c1ccc(Cl)cc1
-5%,-6%[20 µM],.,-2%,.,.,.,-0.8%,7%,CCOc1ccccc1NC(=O)CSc1nc2ccccc2nc1N1CCCC1
-19%,10%,.,-9%,.,.,.,5.7%,7%,O=C(CN1CCN(C(c2ccccc2)c2ccccc2)CC1)N1CCN(c2ccccc2)CC1
17%,-76%,-3.2%,3%,24%,1,21%,7.7%,2%,Cc1nc(N2CCOCC2)c2c(C)c(C(=O)Nc3ccc(C(F)(F)F)cc3)sc2n1
-12%,-27%[20 µM],-9.8%,-30%,18%,1.1,12%,.,-9%,COc1ccc(OC)c(NC(=O)c2ccc(Cl)cc2)c1
-24%,-69%,-16%,21%,10%,1,10%,-0.4%,-3%,Cn1cc(/C=N/n2cnc3scc(-c4ccc(Cl)cc4)c3c2=O)c2ccccc21
9%,14%,.,-4%,.,.,.,-2.9%,-7%,NC(=S)NC(=O)c1ccccc1
41%,-10%,.,-5%,.,.,.,-1.0%,-3%,O=[N+]([O-])c1ccc(-[n+]2nc(-c3ccccc3)nn2-c2ccccc2)cc1
-6%,-14%,0.9%,-35%,12%,1.2,14%,2.7%,-4%,Nc1cc(N)nc(SCC(=O)Nc2ccc(Br)cc2Cl)n1
-16%,-14%,2.2%,-39%,10%,1.1,8%,0.7%,-1%,COc1c(Cl)cc(-c2noc(C)c2C(=O)NCc2ccc3c(c2)OCO3)cc1Cl
12%,31%,-1.4%,14%,-2%,1.1,0%,17%,-5%,C/C(=C1/SC(N2CCOCC2)=NC1=O)c1ccc(Cl)cc1
20%,-16%,.,-2%,.,.,.,1.0%,-9%,CC1CCCN(C(=O)C2CCN(c3ncnc4c3nc3n4CCCCC3)CC2)C1 (configuration not stated)
-12%,-28%,-2.6%,-21%,4%,1,-7%,-6.7%,-8%,O=c1[nH]c(SCc2ccc(Cl)cc2)nc2ccccc12
0%,8%,.,-2%,.,.,.,-0.1%,3%,CCCCC(=O)Oc1c(S(=O)(=O)c2ccc(C)cc2)c(C)nn1C(C)(C)C
6%,-2%,-4.3%,11%,1%,0.9,5%,2.3%,-1%,CCOc1ccc(N(CC)S(=O)(=O)c2ccc3c(c2)n(C)c(=O)c(=O)n3C)cc1
-28%,4%,.,-37%,.,.,.,0.1%,3%,O=C(NC1CCCC1)C(c1ccccc1)N(C(=O)c1csnn1)c1ccccc1F (configuration not stated)
16%,13%,-5.5%,-15%,69%*,1,-5%,13%,-9%,O=S(=O)(NCCN1CCOCC1)c1cccs1
-6%,-6%,-7.9%,-18%,7%,1,14%,-0.2%,-4%,COc1cccc(/C=N/NC(=O)CSc2ccccc2C)c1OC
8%,-40%,-8.3%,-11%,14%,1.1,5%,2.9%,-4%,Cc1ccc(S(=O)(=O)N2CCN(C(=O)c3cccc(F)c3)CC2)cc1
-9%,-42%,-4.2%,-37%,-10%,1.1,-12%,1.8%,-2%,COc1ccc(C(=O)n2c(C)c(CCO)c(=O)n2C)cc1
1%,-17%,-12%,-31%,-4%,1.1,-6%,-2.2%,-1%,O=C(Cn1nc(-c2ccccc2)ccc1=O)Nc1ccc(NC(=O)c2ccccn2)cc1
-13%,3%,.,-22%,.,.,.,-0.9%,-4%,COc1cccc(NC(=O)CN2CCc3ccccc3C2)c1
-2%,4%,.,-2%,.,.,.,0.2%,7%,C=CCN1c2ccccc2[C@]23C[C@@H](C(=O)OC)N(C(=O)C4CCC4)C2=NC(C(=O)OC)=C(C(=O)OC)[C@H]13
14%,-20%,.,-2%,.,.,.,9.0%,-9%,CC(NCC(=O)NCCc1ccc(S(N)(=O)=O)cc1)c1ccc(F)cc1 (configuration not stated)
2%,19%,-3.0%,0%,2%,1.2,8%,5.4%,-8%,O=C1C2C3C=CC(C3)C2C(=O)N1c1cccc2cccnc12 (configuration not stated)
4%,1%,-3.1%,-6%,3%,1.1,-1%,2.7%,-10%,O=C(N1CCOCC1)N1CCN(c2ccc(F)cc2)CC1
17%,-28%,18%,6%,5%,1,3%,-0.1%,-12%,Cn1nnnc1SCC(=O)N1c2ccccc2Sc2ccc(Cl)cc21
14%,-51%,2.7%,5%,-10%,1.1,-19%,2.7%,-12%,C=CCc1cc(C)ccc1OCCOCCn1ccnc1
9%,6%,.,-23%,.,.,.,-7.1%,-5%,Cc1cc(=O)[nH]c(SC(C)C(=O)Nc2cccc3ccccc23)n1 (configuration not stated)

Entries of single compounds as entered above:
Shown for O=C(N1CCOCC1)N1CCN(c2ccc(F)cc2)CC1 = HEK293 NOD2/NF-kB: 4%; KOR beta-arrestin-1: 1%; XIAP antagonists: -3.1%; NOD1 NF-kB reporter: -6%; PMI inhibitors: 3%; TNAP activators: 1.1; human PMI inhibitors: -1%; KOR beta-arrestin-2: 2.7%; LYP inhibition: -10%
Shown for Cn1nnnc1SCC(=O)N1c2ccccc2Sc2ccc(Cl)cc21 = HEK293 NOD2/NF-kB: 17%; KOR beta-arrestin-1: -28%; XIAP antagonists: 18%; NOD1 NF-kB reporter: 6%; PMI inhibitors: 5%; TNAP activators: 1; human PMI inhibitors: 3%; KOR beta-arrestin-2: -0.1%; LYP inhibition: -12%
